Screening data as filed in PubChem.
BaF3 tox – parental Ba/F3 cell viability inhibition, counter-screen for JAK2V617F inhibitor project, murine pro-B, CellTiter-Glo luminescence. CellTiter-Glo ATP luminescence. inhibition, % at 5.6 µM. 220,000 compounds, 1.1% hits. AID 1486, 2009;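 active = inhibition above a per-campaign cutoff, the mean inhibition of all tested compounds plus 3 SD, cut at about 27% in these data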;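 also: 0% = DMSO wells and 100% = JAK Inhibitor I control wells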
NPY-Y1 antag – NPY-Y1 receptor antagonists, primary screen, cell-based; Neuropeptide Y receptor type 1 (Homo sapiens), P25929; HEK293-CNG Y1 cells, membrane potential fluorescence; NPY at EC95, then isoproterenol; inhibition, % at 3.6 µM; 200,000 compounds, 1% hits;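 active = inhibition above the campaign mean inhibition of all tested compounds plus 3 SD, cut at about 20% in these data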;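 also: 0% = DMSO wells given NPY plus isoproterenol and 100% = isoproterenol alone without NPY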
Target sequence (P25929 whole entry, looked up): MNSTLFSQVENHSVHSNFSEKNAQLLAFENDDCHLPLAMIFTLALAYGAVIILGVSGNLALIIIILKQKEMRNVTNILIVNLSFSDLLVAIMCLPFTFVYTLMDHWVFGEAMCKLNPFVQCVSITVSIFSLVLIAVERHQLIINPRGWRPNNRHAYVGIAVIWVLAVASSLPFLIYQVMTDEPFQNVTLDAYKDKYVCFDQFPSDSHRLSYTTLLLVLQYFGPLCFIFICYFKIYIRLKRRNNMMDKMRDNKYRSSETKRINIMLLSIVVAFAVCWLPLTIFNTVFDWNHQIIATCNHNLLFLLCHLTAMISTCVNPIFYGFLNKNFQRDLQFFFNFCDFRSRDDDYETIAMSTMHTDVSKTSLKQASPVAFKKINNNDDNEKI
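Material: Y1- and CNG-channel-expressing HEK293 cells / Probe or stimulus: NPY 25 nM then isoproterenol 1 µM plus Ro 20-1724 25 µM / Doses: 3.6 µM single dose, DMSO 0.4% / Schedule: compound incubation 1 h at room temperature, readout 45 min post-stimulation / Signal: membrane potential fluorescence / Benchmarks: isoproterenol-only wells as full block versus NPY-plus-isoproterenol wells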
Runt-CBFb FRET – inhibitors of RUNX1 Runt–CBFb binding, primary screen, biochemical, FRET, Cerulean-Runt, Venus-CBFb, uHTS; 220,000 compounds, 0.46% hits; Cerulean-Runt/Venus-CBFb FRET ratio 530/480, 1 h; inhibition, % at 20 µM; AID 1496, 2009;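 active = inhibition over about 50% at 20 µM in the single-dose screen, limit read from the data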;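 also: 0% = DMSO wells and 100% = excess unlabeled CBFb competitor control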
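test system = Cerulean-tagged RUNX1 Runt domain (FRET donor) fusion protein | reagent = Venus-CBFb binding partner, 100 nM | incubation = protein complex preformed 1 h, compound exposure 1 h, room temperature, dark | detection = FRET fluorescence | read-out basis = loss of energy transfer signal | controls = 5 µM unlabeled CBFb as full-inhibition high control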
S1P4 agonist – S1P4 receptor agonists, primary screen, cell-based; activation, % at 4.98 µM; S1P4-expressing cell line, agonist reporter assay; 220,000 compounds, 0.35% hits; in the data active = activation above about 11%;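 also: 0% = DMSO vehicle and 100% = reference agonist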
RBBP9 inhibitor – human RBBP9 inhibitors, primary screen, biochemical, fluorescence polarization, FP-Rh probe, HTS; Serine hydrolase RBBP9 (Homo sapiens), O75884; recombinant RBBP9; inhibition, % at 7.94 µM; 220,000 compounds, 0.2% hits; AID 1515, 2009;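 active = inhibition above the campaign mean of all tested compounds plus 3 SD, cut at about 14% in these data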;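 also: plate controls were DMSO wells with RBBP9 for no effect and wells lacking RBBP9 protein for full effect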
Target sequence (O75884 whole entry, looked up): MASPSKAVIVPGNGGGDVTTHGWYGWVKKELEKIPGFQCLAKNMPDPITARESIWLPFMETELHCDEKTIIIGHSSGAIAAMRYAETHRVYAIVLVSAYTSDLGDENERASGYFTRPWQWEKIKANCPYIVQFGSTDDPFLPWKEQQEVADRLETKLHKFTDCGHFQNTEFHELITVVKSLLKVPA
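System: RBBP9 protein | Quantity: 2.5 µM RBBP9 dispensing solution, before mixing | Reagent: FP-Rh probe, 375 nM dispensing solution | Timing: Enzyme-compound preincubation 30 min, then probe labeling 45 min, 25 °C | Measured by: Fluorescence polarization | Read-out: % inhibition | Replication: One well per compound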
NPY-Y1 PAM-ag – NPY-Y1 receptor potentiators or agonists, primary screen, cell-based; Neuropeptide Y receptor type 1 (Homo sapiens), P25929; NPY-Y1 expressing cells, potentiator/agonist activation; activation, % at 3.6 µM; 220,000 compounds, 0.37% hits; in the data active = activation above about 33%, passing the limit was not always enough;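 also: cells stimulated with NPY at EC10 then isoproterenol at EC100; 0% = low agonist plus stimulus and 100% = saturating agonist plus stimulus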
S1P4 antagonist – S1P4 receptor antagonists, primary screen, cell-based; Sphingosine 1-phosphate receptor 4 (Homo sapiens), O95977; S1P4-expressing cells, antagonist mode, reporter read-out; inhibition, % at 4.98 µM; 220,000 compounds, 0.26% hits; AID 1510, 2009; in the data active = inhibition above about 29%;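 also: 0% = wells stimulated with agonist and 100% = vehicle wells without agonist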
Ba/F3 V617F tox – reduced viability of JAK2V617F-dependent Ba/F3 cells, primary screen, JAK2V617F inhibitor project, cell-based, Ba/F3 EpoR-JAK2V617F, luminescence; ATP luminescence; inhibition, % at 5.6 µM; 220,000 compounds, 1.1% hits; AID 1446, 2008;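 active = inhibition above the campaign mean plus 3 SD over all tested compounds, cut at about 24% in these data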;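 also: cytokine-independent growth of Ba/F3 cells driven by EpoR plus mutant JAK2; 0% = DMSO-treated cells and 100% = JAK inhibitor I control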
NPY2 pot ag – NPY-Y2 potentiators or agonists, primary screen, cell-based. Neuropeptide Y receptor type 2 (Homo sapiens), P49146. cells expressing NPY-Y2, potentiator/agonist read-out. activation, % at 3.6 µM. 220,000 compounds, 0.45% hits. AID 1359, 2008; in the data active = activation above about 27%;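 also: cells stimulated with NPY near EC25 plus isoproterenol at EC100; 0% = vehicle plus submaximal agonist and 100% = vehicle plus saturating agonist; some results beyond the cut were filed as inactive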
Target sequence (P49146 whole entry, looked up): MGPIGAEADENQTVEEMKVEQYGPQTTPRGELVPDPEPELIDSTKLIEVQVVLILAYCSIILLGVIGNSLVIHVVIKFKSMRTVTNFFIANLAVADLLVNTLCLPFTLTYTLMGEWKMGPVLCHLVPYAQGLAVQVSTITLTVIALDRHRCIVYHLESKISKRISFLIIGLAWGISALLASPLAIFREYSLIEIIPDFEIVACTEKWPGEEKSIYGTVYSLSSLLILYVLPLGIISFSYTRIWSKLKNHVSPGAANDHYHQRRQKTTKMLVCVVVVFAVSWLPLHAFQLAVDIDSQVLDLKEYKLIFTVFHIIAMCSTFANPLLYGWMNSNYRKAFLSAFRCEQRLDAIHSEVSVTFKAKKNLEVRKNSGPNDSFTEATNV
* hit, by the source's call; . = no result given. Outcome played no part in choosing rows; overall some 3.6% were active at least once.

SMILES	BaF3 tox	NPY-Y1 antag	Runt-CBFb FRET	S1P4 agonist	RBBP9 inhibitor	NPY-Y1 PAM-ag	S1P4 antagonist	Ba/F3 V617F tox	NPY2 pot ag
COC(=O)CN1C(=O)C(C)(C)Oc2ccc(C(=O)NC3CC3)cc21	5.2	-4.2	0.4	-0.7	0.5	12.4	-2.8	-2.4	9.1
CCCCN1C(=O)C(O)=C(C(C)=O)C1c1ccccc1 (configuration not stated)	5.7	-0.9	0.9	-5.5	-4.2	-1.1	-0.4	0.2	7.7
Cc1ccc(NC(=O)c2cc(N3CCOCC3)nc3ccccc23)cc1	1.8	12.3	-2.8	0.7	0.3	-48.2	0.4	-2.6	-26.3
C=CCn1c(N)c(C(=O)OC(C)(C)C)c2nc3ccccc3nc21	7.4	-0.8	69.8*	-0.3	-1.7	6.2	-9.4	-0.4	12.7
Clc1ccc(OCCCn2ccnc2)c(Br)c1	6.5	-1.8	-0.1	1.0	-3.1	-14.2	-16.7	1.3	5.8
CCCCCOc1ccc(Br)cc1/C(C)=N/NC1=NCCN1	72.7*	27.4*	-3.0	0.6	0.6	-46.4	-9.2	78.2*	-20.6
COc1cc(OC)c(S(=O)(=O)Nc2ccc(C)cn2)cc1NC(C)=O	-0.9	0.1	-1.6	3.3	-5.0	1.3	-11.3	-4.6	-0.1
CC(C)(C)C(=O)Nc1ccc(-c2csnn2)cc1	1.2	.	-0.8	-0.5	-9.9	36.1	-9.6	-0.6	7.9
N#CCC(=O)NCCCc1ccccc1	4.6	0.6	-1.4	-0.3	-1.4	-22.0	2.4	3.9	3.6
Cc1ccc(-n2c(SCc3ccc([N+](=O)[O-])cc3)nc3ccccc3c2=O)cc1	8.8	-4.3	-1.7	-2.3	-1.3	8.1	-4.1	8.5	-17.2
COC(=O)C1CCN(CC(N)=O)CC1	-0.1	7.4	1.1	1.5	3.4	-0.4	3.9	-3.2	11.4
Oc1ccc(-c2nc3ccccc3s2)cc1	2.8	.	-0.8	0.1	-5.3	10.6	5.0	-0.9	10.1
CCOC(=O)N1CCC(NCCNC(=O)c2ccccc2Cl)CC1	4.2	2.9	-1.1	-1.9	-4.9	-20.1	-3.1	1.3	-3.9
CCOC(=O)c1ccccc1NC(=O)C=C(C)C	1.2	1.4	-1.8	1.4	-7.1	-1.8	-10.1	-3.3	10.3
Cc1ccc(-c2noc(CSc3nnc(Cc4ccccc4)n3-c3cccc(C)c3)n2)cc1	3.9	9.5	-6.2	0.9	-7.5	6.2	-3.6	-4.3	-13.7
COc1ccc(C)cc1NC(=O)Nc1ccccc1	5.2	1.0	-0.4	-0.2	-4.6	-5.2	-7.3	-2.3	0.3
CCCCC1CC(/C(C)=N/NC(N)=O)OC1=O (configuration not stated)	5.3	4.0	0.9	1.3	-6.1	-2.8	-12.6	1.6	1.0
N#CC(c1ccc(Cl)nn1)c1ccccc1Cl (configuration not stated)	0.1	4.2	0.4	0.8	-7.7	18.1	-1.9	-3.5	10.1
CN1C(=O)C2C(c3ccc(N(C)C)cc3)=NN(Cc3ccccc3)C2C1=O (configuration not stated)	3.7	-1.9	3.1	-0.3	2.8	13.3	-11.1	-4.2	3.6
CCN(CC)CCCNC(=O)C1c2cc(OC)c(OC)cc2C(=O)N(C)C1c1cccnc1 (configuration not stated)	3.5	2.3	1.5	1.1	0.2	4.0	-13.5	-0.3	4.8

Whole records as entered above. Order of screens: BaF3 tox | NPY-Y1 antag | Runt-CBFb FRET | S1P4 agonist | RBBP9 inhibitor | NPY-Y1 PAM-ag | S1P4 antagonist | Ba/F3 V617F tox | NPY2 pot ag
Listed for CN1C(=O)C2C(c3ccc(N(C)C)cc3)=NN(Cc3ccccc3)C2C1=O (configuration not stated) = 3.7 | -1.9 | 3.1 | -0.3 | 2.8 | 13.3 | -11.1 | -4.2 | 3.6
Listed for Oc1ccc(-c2nc3ccccc3s2)cc1 = 2.8 | . | -0.8 | 0.1 | -5.3 | 10.6 | 5.0 | -0.9 | 10.1

New compounds follow.
SMILES	BaF3 tox	NPY-Y1 antag	Runt-CBFb FRET	S1P4 agonist	RBBP9 inhibitor	NPY-Y1 PAM-ag	S1P4 antagonist	Ba/F3 V617F tox	NPY2 pot ag
O=S(=O)(c1ccc2nc(Cc3ccccc3)[nH]c2c1)N1CCOCC1	4.2	1.6	0.5	-1.7	-5.9	8.2	8.0	5.7	-2.3
CCNC(=O)Nc1ccccc1C(=O)OC	4.3	-1.8	-0.3	0.6	-5.7	-2.8	-29.6	1.1	10.4
COc1ccccc1NS(=O)(=O)c1cc(NC(=O)CCC2CCCC2)ccc1N1CCOCC1	12.7	-0.9	-6.8	-1.8	-21.5	-5.0	-17.2	7.4	-7.7
CC1CN(C2CCN(S(=O)(=O)c3ccccc3)CC2)CC(C)O1 (configuration not stated)	2.1	1.6	-2.6	1.6	-4.9	-10.8	-23.7	-3.1	6.2
CCOc1ccc(-n2cc(C(=O)Nc3cccc(C)n3)c3cc(OC)c(OC)cc3c2=O)cc1	-1.0	0.6	.	-0.9	5.6	7.5	-2.8	-3.2	6.1
CCOc1ccc(NC(=S)NNc2ccnc3cc(Cl)ccc23)cc1	11.7	1.5	5.5	1.1	1.3	4.2	-0.7	2.2	-8.1
COc1ccc(C(=O)NCC(=O)N/N=C/C=C/c2ccccc2)cc1OC	4.6	0.6	0.0	-1.7	-1.1	-2.1	-0.5	3.1	-4.4
COC(=O)Nc1nncs1	-3.8	.	0.5	0.1	-0.7	26.3	-9.4	-2.9	-9.3
CCC(=O)NNc1ccc(Br)cc1	7.8	-5.5	-1.3	-1.5	-4.6	12.7	-7.8	6.1	3.2
C/C(=N/NS(=O)(=O)c1ccc(C)cc1)c1cccc(NC(=O)c2cccc(Cl)c2)c1	-0.1	-0.8	0.4	0.6	-16.3	-14.0	-0.3	0.7	-1.6
CC(=O)c1cccc(NC(=S)NNC(=O)c2ccco2)c1	-0.1	9.6	3.2	-1.0	0.4	-24.8	4.0	-0.3	-10.1
CC1(C)CC(=O)C(C(C#Cc2ccccc2)C2=C(O)CC(C)(C)CC2=O)=C(O)C1	7.2	-1.2	-0.6	-0.5	-3.0	-4.3	-13.2	1.3	-14.4
S=C(Nc1ccc(N2CCOCC2)cc1)Nc1ccc2nc(-c3ccco3)c(-c3ccco3)nc2c1	4.4	-1.5	-94.9	0.3	12.3	-1.4	-5.6	-1.1	-14.6
Cc1cccc(NC(=O)c2cnc3sccn3c2=O)c1	1.3	3.5	-1.3	0.3	-7.4	-5.3	7.2	0.2	6.1
CCOC(=O)c1ccc(Nc2nc(=O)c3cccnc3s2)cc1	-2.9	1.6	0.0	2.3	-6.5	-0.8	-9.1	3.8	-7.9
Clc1ccc(-c2ccn[nH]2)cc1	11.4	-2.1	0.4	-2.2	-2.7	0.1	8.3	4.6	4.4
CCc1cccc(CC)c1NC(=S)N1CCn2cccc2C1c1cccnc1 (configuration not stated)	7.4	17.0	5.1	0.7	1.8	-23.1	-9.9	13.6	-13.2
COc1ccc(OC)c(-c2cc(C(=O)NCCCn3ccnc3)no2)c1	-3.5	-0.7	0.4	-1.6	-1.5	3.6	-8.9	-2.9	-4.9
O=C(NNc1ccc(O)cc1)c1ccc(Br)cc1	3.8	1.6	3.6	0.2	-1.2	0.4	-13.9	3.4	-6.6
O=C(C1CCCO1)N1CCN(C(=S)Nc2cccc(Cl)c2)CC1 (configuration not stated)	9.1	-3.8	2.6	-0.8	-9.4	-13.2	0.4	-3.1	-5.2
CN(C)S(=O)(=O)c1ccc(NC(=O)c2ccc([N+](=O)[O-])cc2)cc1	-0.2	.	-2.4	0.7	2.3	11.6	-2.6	4.7	-17.1
N#CC1=C(N)Oc2c(O)cc3ccccc3c2C1c1ccsc1 (configuration not stated)	3.9	5.9	9.4	0.4	-9.4	2.4	-11.8	3.5	5.9
O=C(CCc1ccccc1)NC(=S)NCc1ccco1	2.9	7.9	0.4	-0.8	1.8	-1.3	5.0	-1.0	-19.1
C=CCNC(=S)NNC(=O)c1cccn(Cc2ccc(Cl)cc2)c1=O	3.0	-3.0	.	2.4	-4.9	-9.0	-12.8	1.4	5.2
c1ccc(COC2CCCN(Cc3nc(-c4cnccn4)no3)C2)nc1 (configuration not stated)	4.5	0.1	2.2	1.8	-2.7	3.4	-11.8	-0.7	-18.8
CC1(C)OC2C(O1)[C@@H](CO)O[C@H]2n1cnc2c(N)ncnc21 (some centres not stated)	-4.3	.	1.8	0.9	-9.6	-7.0	-3.1	-0.4	-11.1
O=C1c2ccccc2-c2nccnc21	3.5	0.0	-0.9	-0.1	-8.7	11.1	-6.5	1.1	0.9
O=C(NCCc1c[nH]c2ccccc12)c1cc(S(=O)(=O)N2CCCCC2)ccc1N1CCOCC1	0.4	-2.6	0.6	0.2	7.1	-9.5	4.4	1.2	3.7
COc1ccc(CCN(C)c2ccc(S(=O)(=O)N3CCCC3)cc2[N+](=O)[O-])cc1OC	1.7	4.5	-1.1	-0.1	-3.4	4.4	-19.8	-3.6	2.0
CCOc1ccc(OCC(=O)OCn2c(SC)nnc(C)c2=O)cc1	4.5	13.5	0.2	1.8	4.8	-6.5	-11.8	-2.9	-5.2
COc1ccc(N2CCN(C(=O)CCNC(=O)c3ccccc3)CC2)cc1	4.0	-4.8	-0.6	2.7	-1.6	-14.4	-23.2	0.1	-14.0
CC(C)(C)C(=O)N1CCC(O)(CS(=O)(=O)Cc2ccccc2)CC1	5.2	0.0	0.7	0.2	-14.9	8.8	8.7	-1.0	6.5
CCOc1ncccc1C(=O)OCc1ccccc1	-2.6	1.5	-1.7	1.8	-6.9	3.9	-18.9	-1.5	-1.1
O=C(CN1CCN(Cc2ccccc2Cl)CC1)N=Nc1c(O)[nH]c2ccccc12	0.8	0.2	-2.2	1.2	-10.3	-31.7	-8.0	1.0	-8.7
CCOc1cc(C(=O)Nc2cnccn2)cc(OCC)c1OCC	2.7	-1.4	-1.5	-1.2	-7.5	-0.6	-21.6	0.0	3.1
Cc1cc(CNC(=O)[C@H](C)[C@@H]2C[C@@]2(C)[C@@H](NC(=O)OCc2ccccc2)c2ccccc2)nn1C	2.8	-4.1	-3.3	0.3	-3.8	-19.5	9.2	-2.8	-6.6
Cc1nn2c(NC(C)C)c3c(nc2c1-c1ccccc1)CCC3	-0.4	.	-3.9	0.6	-10.4	8.4	-0.2	-1.2	-26.6
